Screening results as filed in PubChem.
NR5A2 inv ag: LRH-1 (NR5A2) inverse agonists, primary screen, cell-based, luminescence, HEK293T, StAR-luciferase reporter; inhibition, % at 3.6 µM; Nuclear receptor subfamily 5 group A member 2 (Homo sapiens), O00482; actives 0.13% (n = 360,000); LRH-1 transfected, 24 h; AID 602396, 2012;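 active means inhibition above the mean inhibition of all tested compounds plus 3 SD, cut at about 73% in these data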;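 further: 0% = DMSO wells and 100% = reporter-only cells lacking LRH-1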
NR2F2 inh: NR2F2 transcriptional activity inhibitors, primary screen, cell-based, luciferase reporter, HEK293T, luminescence | COUP transcription factor 2 (Homo sapiens), P24468 | HEK293T NGFI-A luciferase reporter | inhibition, % at 8.6 µM | actives 0.7% (n = 370,000) | AID 686940, 2013;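 active means inhibition above a per-plate cutoff, mean inhibition of test wells between control levels plus 3 SD, cut at about 38% in these data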;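 further: cells cotransfected with COUP-TFII expression vector driving the NGFI-A reporter; 0% = median of COUP-TF2 test wells and 100% = reporter-only cells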
CF NFkB block: inhibitors of PAF-induced NF-kB signaling, primary screen, cell-based, GFP fluorescence, uHTS; actives 0.86% (n = 360,000); KKLEB NF-kB-GFP reporter, GFP fluorescence overnight; inhibition, % at 5 µM; AID 588850, 2011;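 active means at least 50% inhibition at 5 µM, scaled per plate between neutral and stimulator controls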;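 further: PAF is a Pseudomonas aeruginosa culture filtrate used as stimulus; plate controls were PAF-stimulated DMSO wells for no effect and unstimulated DMSO wells for full effect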
NCOA3 inh: SRC3 coactivator transcriptional activity inhibitors, primary screen, cell-based, luminescence. actives 0.17% (n = 360,000). HEK293 GAL4-SRC3 luciferase reporter. Nuclear receptor coactivator 3 (Homo sapiens), Q9Y6Q9. AID 588352, 2011. inhibition, % at 3.6 µM;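 active means inhibition above a per-campaign cutoff, the mean of all compounds plus 3 SD, cut at about 60% in these data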;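 further: 0% = DMSO-treated cells and 100% = gossypol-treated cells at 36 µM; higher means less SRC3-driven luciferase light from the GAL4 reporter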
Target sequence (Q9Y6Q9 whole entry, looked up, the tested form may be a part): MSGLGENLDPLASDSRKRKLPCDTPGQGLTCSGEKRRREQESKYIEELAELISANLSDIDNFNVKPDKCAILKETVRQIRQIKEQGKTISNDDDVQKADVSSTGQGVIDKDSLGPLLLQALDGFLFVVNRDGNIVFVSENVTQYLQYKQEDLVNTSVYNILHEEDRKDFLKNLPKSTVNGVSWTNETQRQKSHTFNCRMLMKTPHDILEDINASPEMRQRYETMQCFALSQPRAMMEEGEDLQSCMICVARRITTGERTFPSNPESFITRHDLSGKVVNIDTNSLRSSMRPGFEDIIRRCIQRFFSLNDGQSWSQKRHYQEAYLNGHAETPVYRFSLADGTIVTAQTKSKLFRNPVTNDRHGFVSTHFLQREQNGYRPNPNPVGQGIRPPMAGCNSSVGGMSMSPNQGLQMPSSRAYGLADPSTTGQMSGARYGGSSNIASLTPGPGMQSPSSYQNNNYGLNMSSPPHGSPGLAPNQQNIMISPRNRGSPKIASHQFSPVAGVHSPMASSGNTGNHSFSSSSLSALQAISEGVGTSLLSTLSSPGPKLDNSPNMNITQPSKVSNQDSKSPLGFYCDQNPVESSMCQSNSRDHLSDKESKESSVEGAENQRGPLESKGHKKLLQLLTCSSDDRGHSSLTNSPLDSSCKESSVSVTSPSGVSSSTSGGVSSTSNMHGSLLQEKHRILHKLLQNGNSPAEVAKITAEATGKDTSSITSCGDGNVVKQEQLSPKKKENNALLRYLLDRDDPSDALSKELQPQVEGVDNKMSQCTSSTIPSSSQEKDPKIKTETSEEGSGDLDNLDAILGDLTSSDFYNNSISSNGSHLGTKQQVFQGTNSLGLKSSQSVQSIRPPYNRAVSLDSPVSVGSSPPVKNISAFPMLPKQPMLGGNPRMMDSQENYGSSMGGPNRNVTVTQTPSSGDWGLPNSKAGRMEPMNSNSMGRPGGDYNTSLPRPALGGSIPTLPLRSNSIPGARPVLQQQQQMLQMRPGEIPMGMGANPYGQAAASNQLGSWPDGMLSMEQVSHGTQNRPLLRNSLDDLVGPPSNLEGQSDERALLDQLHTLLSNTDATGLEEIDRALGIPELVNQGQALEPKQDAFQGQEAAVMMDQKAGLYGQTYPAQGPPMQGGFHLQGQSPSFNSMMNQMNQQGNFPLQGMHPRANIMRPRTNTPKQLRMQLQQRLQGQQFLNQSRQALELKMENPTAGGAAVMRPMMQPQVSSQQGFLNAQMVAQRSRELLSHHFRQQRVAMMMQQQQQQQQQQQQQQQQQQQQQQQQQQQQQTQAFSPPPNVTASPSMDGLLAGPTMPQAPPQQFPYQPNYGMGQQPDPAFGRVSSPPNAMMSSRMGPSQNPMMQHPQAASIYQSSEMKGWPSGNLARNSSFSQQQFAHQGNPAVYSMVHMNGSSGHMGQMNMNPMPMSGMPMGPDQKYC
TROY signal inh: inhibitors of TROY-driven NF-kB signaling, primary screen, Q293 LMP1-TROYcd cells, NF-kB luciferase, uHTS; Q293 LMP1-TROYcd NF-kB luciferase reporter, 4 h; inhibition, % at 10 µM; actives 0.98% (n = 360,000); AID 1347056, 2019;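 active means compounds whose plate-normalised and pattern-corrected inhibition of the luciferase reporter signal at the single screening dose is 50% or more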
SRC2 inh: inhibition of GAL4-SRC2 driven luciferase reporter, primary screen, SRC2 inhibitor project, cell-based, luminescence. Nuclear receptor coactivator 2 (Homo sapiens), Q15596. HEK293 GAL4-SRC2 luciferase reporter. inhibition, % at 9 µM. actives 0.17% (n = 370,000);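 active means inhibition above the mean inhibition of all tested compounds plus 3 SD, set per campaign, cut at about 52% in these data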;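 further: 0% = DMSO treated cells and 100% = cells given Gossypol at 36 µM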
LMP1 NFkB inh: EBV LMP1-driven NF-kappaB luciferase reporter inhibitors, primary screen, cell-based, luminescence, single point | AID 504558, 2011 | inhibition, % at 12.5 µM | actives 0.69% (n = 350,000) | LMP1-induced NF-kappaB luciferase reporter cells; in the data active means inhibition above about 41%;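 further: 0% = neutral control wells and 100% = reference inhibitor control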
TWEAK-Fn14 inh: inhibitors of TWEAK-Fn14 signaling, primary screen, luciferase reporter cells, uHTS; inhibition, % at 10 µM; actives 2% (n = 360,000); AID 1159606, 2016; TWEAK-stimulated Fn14 reporter cells, luciferase luminescence, 8 h; in the data active means inhibition above about 50%
TRAIL sens C8: viability loss with TRAIL in NB7+C8 cells, primary screen, TRAIL sensitizer project, cell-based, ATPlite luminescence | inhibition (viability loss, TRAIL sensitization), % at 10 µM | actives 1% (n = 360,000);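 active means compounds causing at least 50% loss of cell viability in the single-dose screen, relative to plate controls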
NCOA1 inh: SRC1 coactivator transcriptional activity inhibitors, primary screen, cell-based, luminescence. Nuclear receptor coactivator 1 (Homo sapiens), Q15788. HEK293 GAL4-SRC1 luciferase reporter. inhibition, % at 3.6 µM. actives 0.12% (n = 360,000). AID 588354, 2011;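 active means inhibition above the campaign mean plus 3 SD, with each screening campaign given its own cutoff, cut at about 60% in these data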;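 further: 0% = DMSO treated cells and 100% = gossypol at 36 µM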
KKLEB tox: cytotoxicity in KKLEB CF airway cells, primary screen, cytotoxicity control for CF NF-kB inhibitor project, cell-based, uHTS, fluorescence assay plates | KKLEB CF airway cells viability, ATPlite luminescence, overnight; active compounds read low; cells stimulated with P. aeruginosa culture filtrate | activity change (cytotoxicity), % at 5 µM | actives 0.36% (n = 360,000);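 active means corrected activity change at or below -50% at 5 µM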
* hit, by the source's call; nt = not tested or not shown.

SMILES	NR5A2 inv ag	NR2F2 inh	CF NFkB block	NCOA3 inh	TROY signal inh	SRC2 inh	LMP1 NFkB inh	TWEAK-Fn14 inh	TRAIL sens C8	NCOA1 inh	KKLEB tox
Cc1ccc(CN2CCN(Cc3nc4ccccc4nc3C)CC2CCO)cc1 (stereo not drawn)	17	-16	-2	12	8	-16	-8	-7	23	-3	-5
Cc1cc(C)c(NC(=O)CSc2nc3ccncc3[nH]2)c(C)c1	12	10	-2	18	-3	10	-7	-4	7	5	0
CCCc1[nH]nc2c1C(c1ccc(O)cc1OCC)C(C#N)=C(N)O2 (stereo not drawn)	7	3	1	-3	18	3	8	10	-11	1	8
O=c1c(-c2ccccc2)coc2cc(O)ccc12	-106	-54	0	-63	-93	-50	-28	-31	3	-72	-1
O=Cc1cn(CCOc2ccc(F)cc2)c2ccccc12	32	18	37	-6	-11	-43	0	-26	-5	-4	-10
Cc1cc(CC(C)C)n(-c2nc3ccccc3c(=O)n2OCc2ccccc2)n1	-4	6	-19	-5	-46	-9	0	22	30	-14	14
C#CCOCCOCCOCCNc1nc(N2CCN(C(=O)[C@H]([C@@H](C)CC)n3cc([C@@H](N)Cc4ccc(O)cc4)nn3)CC2)nc(N2CCN(C(=O)[C@H](Cc3ccc(O)cc3)n3cc([C@@H](N)C(C)CC)nn3)CC2)n1 (stereo partly drawn)	14	-6	4	-18	8	0	8	6	2	2	4
COc1cccc2sc(Nc3nnc(-c4cccs4)o3)nc12	-54	-24	-8	-72	-32	-17	-12	-45	32	-78	8
Cc1cc(C)cc(NC(=O)COC(=O)CNC(=O)C2CCCCC2)c1	-9	4	-18	-23	-15	13	-8	2	-14	3	16
Cc1cc(NC(=O)c2cc(C(C)(C)C)oc2C)no1	-23	3	-16	1	-10	13	5	15	5	-8	9

Another view of part of the listing above.
Molecule,NR5A2 inv ag,NR2F2 inh,CF NFkB block,NCOA3 inh,TROY signal inh,SRC2 inh,LMP1 NFkB inh,TWEAK-Fn14 inh,TRAIL sens C8,NCOA1 inh,KKLEB tox
O=c1c(-c2ccccc2)coc2cc(O)ccc12,-106,-54,0,-63,-93,-50,-28,-31,3,-72,-1
Cc1cc(NC(=O)c2cc(C(C)(C)C)oc2C)no1,-23,3,-16,1,-10,13,5,15,5,-8,9

Other compounds follow.
SMILES	NR5A2 inv ag	NR2F2 inh	CF NFkB block	NCOA3 inh	TROY signal inh	SRC2 inh	LMP1 NFkB inh	TWEAK-Fn14 inh	TRAIL sens C8	NCOA1 inh	KKLEB tox
Cc1ccc(S(=O)(=O)Nc2ccccc2C(=O)N2CCN(C)CC2)cc1	-9	-1	20	4	-4	13	-12	2	-10	3	4
O=C(Nc1cccc(F)c1)C1CCN(C(=O)NCc2ccccc2)CC1	19	-10	4	-13	-7	-10	0	-3	17	1	4
Cc1cc(=O)oc2cc(OCC(=O)NCC3CCC(C(=O)O)CC3)ccc12 (stereo not drawn)	-33	-14	18	7	-10	1	6	8	0	-12	-12
CCc1ccc(/C=C2/C(=O)N(c3ccccc3)C(=S)N2CC(=O)OC)s1	5	6	18	19	-10	4	5	-31	3	-7	-21
CCS(=O)(=O)c1ccc2oc(SCC(=O)Nc3ccc(OC)c(OC)c3)nc2c1	9	4	8	-5	2	-19	-2	-8	1	2	6
Cc1cccc(N2CCN(C(=O)c3ccc(NS(=O)(=O)c4c(C)noc4C)cc3)CC2)c1C	-16	15	8	0	3	-13	11	-9	-7	7	-1
COc1ccc(C(=O)NNc2ccccc2)cc1	7	-14	19	7	-8	11	-15	5	-12	2	-6
CN(C)c1ccc(-c2noc(-c3ccccc3O)n2)cc1	-43	-29	5	-58	27	-109	3	76*	41	-57	-10
COC(=O)CC1C(=O)NCCN1C(=S)NC(=O)c1sc2ccccc2c1Cl (stereo not drawn)	6	-17	-15	-24	4	7	-2	-1	8	1	-4
CCOc1ccc(C(c2c(O)nc(SC)n(C)c2=O)c2c(O)nc(SC)n(C)c2=O)cc1	-4	3	-2	-6	2	-13	-6	7	-7	-26	12
CC[C@@]12C(=O)N(c3ccc(C)cc3)C(=O)N1[C@H](c1ccc(Br)cc1)[C@@H]1C(=O)N(C(C)(C)C)C(=O)[C@@H]12	-14	-4	1	-7	-13	-11	-5	28	-2	4	2
O=C1NC2(CCCCC2)C(=O)N1Cc1cc(=O)n2ccsc2n1	4	-5	14	16	-5	-43	2	-9	-3	-1	-9
NC(=O)C(c1cccc(Cl)c1)c1ncc(C(F)(F)F)cc1Cl (stereo not drawn)	4	0	-5	-1	5	4	-2	7	16	13	-6
O=c1oc(-c2ccccc2)nc2sc3c(c12)CCCC3	24	14	4	10	-32	-11	-1	53*	19	-14	-9
CCOC(=O)C1CCN(C(c2cc3cc(C)cc(C)c3[nH]c2=O)c2nnnn2C2CCCCC2)CC1 (stereo not drawn)	-17	5	-4	9	12	11	-14	-11	1	-29	-8
Cc1ccc(NC(=O)CSc2nnc([C@@H]3CCCN3C(=O)OC(C)(C)C)o2)c(C)c1	58	1	-1	5	10	-6	-4	15	4	-8	2
CCOc1ccc(NC(=O)CN(C)C(=O)CSCc2cccc(C)c2)cc1OCC	-9	3	-3	5	-7	7	-4	2	-3	7	-4
Cc1cc(C(=O)NC2CC(C)(C)Cc3c2cnn3-c2cccc(F)c2)n(C)n1 (stereo not drawn)	-13	3	14	-14	2	4	10	-19	-3	-7	-3
COc1ccc(OC)c(NC(=O)CSc2nnnn2-c2ccc3c(c2)OCO3)c1	31	-12	23	3	-5	28	9	-10	-2	8	-11
C=CCN1C(=O)CSc2ccc(C(=O)NCc3ccco3)cc21	6	-7	2	1	7	-23	-10	5	7	-1	-1
Cc1cc(C)nc(NC(=O)c2ccc([N+](=O)[O-])c(C)c2)n1	-4	-5	-18	0	-9	8	0	0	-37	-4	30
CC(C)(C)NC(=O)CSc1nc2ccc(NC(=O)CSc3nnc(N)s3)cc2s1	27	32	-7	11	19	19	13	33	28	5	6
O=C(CSc1nc2ccccc2s1)Nc1ccc(N2CCOCC2)c(Cl)c1	-1	8	19	-19	28	4	19	38	2	-7	1
N#C/C(=C\c1cccn1S(=O)(=O)c1cccc(C#N)c1)S(=O)(=O)c1ccc(F)cc1	-30	-9	16	2	16	10	nt	-1	-8	4	-19
CCOC(=O)Cc1csc(N/C(=N/S(=O)(=O)c2ccc(F)cc2F)c2ccccc2)n1	-3	12	-5	8	-8	1	2	5	6	-8	3
CCCc1nc2sc3c(c2c(=O)[nH]1)CCCC3	-20	0	-8	8	1	22	-11	-8	18	-21	15
Cn1c(=O)[nH]c(=O)c2[nH]c(CN3CCN(C(=O)c4ccco4)CC3)nc21	-21	-10	2	-6	-6	6	-27	-3	-5	8	2
N#Cc1nc(COc2ccccc2)oc1N1CCN(Cc2ccccc2)CC1	-8	-12	12	-4	5	-1	10	-20	4	-8	-11
Cc1ccc(C)c(NC(=O)CSc2ncnc3nc[nH]c23)c1	-28	22	15	21	1	-33	1	8	-4	-5	-6
CCCNC(=O)C1(C)CCCN(C/C=C/c2ccccc2)C1 (stereo not drawn)	3	-6	-20	-7	-8	-1	nt	-7	-26	-5	4
CC1CCN(C(=O)CCn2c(=O)oc3ccc(Cl)cc32)CC1	1	-14	-5	-6	4	-34	-6	-5	6	5	8
Cc1nc2ncnn2c(N2CCN(S(=O)(=O)c3ccc(Br)cc3)CC2)c1C	1	-9	-25	20	-6	1	18	13	25	14	-8
C=CCOC(=O)N1CCC2CC1c1cc(-c3cccc(C)c3)ccc12 (stereo not drawn)	4	-3	22	3	-11	6	0	-11	-2	-20	-8
Cc1cc2nc3c(nc2cc1C)C1(C(=O)O)CCC3(C)C1(C)C (stereo not drawn)	12	16	-18	-23	18	-1	-10	-1	-10	-17	2
O=C(CCNS(=O)(=O)c1ccc(Cl)cc1)N1CCC2(O)CCCCC2C1 (stereo not drawn)	-29	-3	1	-5	2	-13	4	-14	3	4	-6
O=C(CSc1ccccc1)N1CCCC(N2CCN(c3cccc(Cl)c3)CC2)C1 (stereo not drawn)	-25	-14	9	5	10	4	-8	-4	0	6	0
CC1Cc2nc(SCC(=O)N3CCOCC3)n(C)c(=O)c2S1 (stereo not drawn)	21	18	-11	17	14	-11	2	2	-10	-13	5
Cc1ccc(OCCC(=O)Nc2c(C)n(C)n(-c3ccccc3)c2=O)cc1	9	-4	8	-6	6	-6	1	5	-15	-1	7
COc1ccc(S(=O)(=O)NCC2CCCN(Cc3ccccc3Cl)C2)cc1 (stereo not drawn)	6	1	12	-5	0	-12	2	-5	-8	-9	-4
COc1cccc(C(=O)NCC(c2cccs2)N2CCOCC2)c1 (stereo not drawn)	-18	-7	-2	-1	-22	-20	-4	-20	18	-13	1
O=[N+]([O-])c1cc(-c2csc(NCCc3nc4cc(Cl)c(Cl)cc4n3CCCO)n2)ccc1Cl	-28	-3	-16	-14	15	4	-4	29	26	-18	-22
Cc1csc2ncc(C(=O)Nc3ccccc3F)c(=O)n12	-23	-15	-46	-26	-64	-16	-36	14	-15	-42	0
CCc1ccc(C(=O)NNC(=O)OC)cc1	-22	0	6	-18	-13	-24	7	-14	-12	6	12
CC(=O)NCCc1nc2cc(NS(=O)(=O)c3ccc(Cl)cc3)ccc2n1C	-16	3	-9	16	20	12	-2	7	13	10	8
O=C(Nc1ccc(N2CCOCC2)cc1)c1csc(COCCO)n1	-27	-42	-2	-37	16	1	nt	27	55*	-24	0
CC(=O)NC(=S)Nc1ccc(S(=O)(=O)N2CCOCC2)cc1	9	-12	-13	-14	-7	-4	-10	-6	-3	-17	-14
CC12C(=O)N(Cc3ccccc3)C(=O)C1C1C=CC2C1 (stereo not drawn)	7	5	-9	18	-8	6	-5	-17	-6	15	2
COc1cccc(NC(=O)C2CCCN2C(=O)OCc2ccccc2)c1 (stereo not drawn)	-3	-5	-4	4	-10	-10	-8	5	6	0	3
CCNc1nc(NCC)nc(N(C#N)CCOc2ccccc2)n1	-7	-1	20	10	-7	21	-1	-2	-13	-11	-22
Cc1ccc(S(=O)(=O)N2CCN(C(=O)Cc3ccsc3)CC2)c(C)c1	-12	-3	8	0	-5	0	-11	7	4	-62	11
Cc1cc(C)n(C(=O)c2ccc(S(=O)(=O)NCC3CCCO3)cc2)n1 (stereo not drawn)	-5	5	-7	3	-16	4	6	10	-3	-82	2
O=C(O)/C=C/C(=O)Nc1cccc2c1-c1ccccc1C2=O	-2	-16	6	-14	7	-36	-2	-1	4	-28	10
